Screening results deposited in PubChem BioAssay by The Scripps Research Institute Molecular Screening Center.
CHO-K1 Ca antag – nonselective inhibitor or artifact in parental CHO-K1 cells; ATP-induced calcium, Fluo-8 fluorescence; inhibition, % at 3 µM; hit rate 0.6% among 360,000; AID 602250;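 active = inhibition above a per-plate cutoff, the plate's mean sample inhibition plus 3 SD, cut at about 24% in these data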;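 note: 0% = DMSO plus EC80 ATP and 100% = DMSO alone without ATP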
CHRM1 agonist – human M1 muscarinic receptor agonists, primary screen, Fluo-8 calcium fluorescence, CHO-K1 cells, HTS | Muscarinic acetylcholine receptor M1 (Homo sapiens), P11229 | activation, % at 3 µM | AID 588814, 2011 | hit rate 0.33% among 360,000 | CHO-K1 hM1, agonist mode; 0% DMSO, 100% acetylcholine EC100;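 active = activation above the run's mean compound activation plus 3 SD, cut at about 16% in these data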;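 note: peak over basal fluorescence ratio within a 140 s kinetic read after compound addition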
Target sequence (P11229 whole entry, looked up): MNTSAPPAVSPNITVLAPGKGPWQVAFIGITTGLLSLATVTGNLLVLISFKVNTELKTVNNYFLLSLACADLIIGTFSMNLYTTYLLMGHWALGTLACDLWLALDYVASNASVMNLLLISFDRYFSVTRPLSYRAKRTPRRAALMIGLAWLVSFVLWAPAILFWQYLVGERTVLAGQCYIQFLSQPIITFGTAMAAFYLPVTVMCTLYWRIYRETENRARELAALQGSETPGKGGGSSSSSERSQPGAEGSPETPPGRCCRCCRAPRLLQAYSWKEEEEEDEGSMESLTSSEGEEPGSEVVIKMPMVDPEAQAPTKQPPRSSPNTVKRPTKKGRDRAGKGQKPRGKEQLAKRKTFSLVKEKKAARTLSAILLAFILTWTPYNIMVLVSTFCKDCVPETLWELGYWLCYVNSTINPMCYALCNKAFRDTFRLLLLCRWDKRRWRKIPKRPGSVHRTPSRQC
M1 PAM – human M1 muscarinic receptor positive allosteric modulators, primary screen, CHO-K1 cells, Fluo-8 calcium fluorescence, 1536-well. activation, % at 3 µM. CHO-K1 hM1, ACh EC20; 0% = ACh EC20, 100% = maximal ACh. Muscarinic acetylcholine receptor M1 (Homo sapiens), P11229. hit rate 0.088% among 360,000; in the data active = activation above about 19%, passing the limit was not always enough
M1 antag – human M1 muscarinic receptor antagonists, primary screen, CHO-K1 cells, Fluo-8 calcium fluorescence, 1536-well | CHO-K1 hM1, ACh EC80 antagonist | hit rate 1.3% among 360,000 | inhibition, % at 3 µM | Muscarinic acetylcholine receptor M1 (Homo sapiens), P11229;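 active = percent inhibition above its own plate's cutoff, namely the mean of that plate's compound wells plus 3 SD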;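 note: peak over basal fluorescence ratio during 140 s after agonist addition; 0% = ACh EC80 plus DMSO and 100% = DMSO alone without agonist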
M1 ag parental – counter-screen for M1 agonists: effect in parental CHO-K1 cells; hit rate 0.48% among 360,000; Fluo-8 calcium fluorescence; scaled to maximal ATP response, vehicle zero; activation, % at 3 µM; in the data active = activation above about 15%;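 note: untransfected CHO-K1 host cells lacking M1 receptor as counterscreen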
M1 PAM parental – nonselective calcium activators in parental CHO-K1 cells, primary screen, counter-screen for M1 PAM project, cell-based, Fluo-8 calcium fluorescence, full deck, 1536-well | ATP EC20; 0% at ATP EC20, 100% at ATP max | activation, % at 3 µM | hit rate 0.02% among 360,000 | AID 602247, 2012;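 active = activation above the run cutoff, the mean activation of all test compounds plus 3 SD, cut at about 40% in these data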;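 note: peak over basal fluorescence ratio in a 140 s read after ATP addition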
CHO parental Ca – ATP-evoked calcium signal inhibitors, parental CHO, primary screen, counter-screen for OX1R antagonist project, cell-based, fluorescence, Fluo-8 calcium dye; inhibition, % at 5.6 µM; parental CHO-K1, ATP-induced calcium, Fluo-8 fluorescence; hit rate 0.63% among 330,000;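 active = inhibition above that plate's mean sample inhibition plus 3 SD, cut at about 26% in these data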;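 note: 0% = ATP-challenged DMSO wells and 100% = DMSO wells without ATP; some compounds past the cut are filed as inactive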
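Assay system: untransfected parental CHO cell line. Also added: ATP agonist challenge. Dosing: one dose, 5.6 µM nominal. Measured by: Fluo-8 fluorescence. Read-out: % inhibition. Benchmarks: ATP wells versus no-ATP DMSO wells. Repeats: no replicates.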
TAAR1 antagonist – human TAAR1 antagonists, primary screen, Fluo-8 calcium fluorescence, CHO RD-HGA16 cells. Trace amine-associated receptor 1 (Homo sapiens), Q96RJ0. antagonist. inhibition, % at 3 µM. hit rate 1.5% among 360,000;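 active = inhibition above a per-plate cutoff, the mean inhibition of test compounds on that plate plus 3 SD, cut at about 49% in these data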;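 note: 0% = DMSO plus EC80 beta-PEA response and 100% = DMSO alone without agonist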
Target sequence (Q96RJ0 whole entry, looked up): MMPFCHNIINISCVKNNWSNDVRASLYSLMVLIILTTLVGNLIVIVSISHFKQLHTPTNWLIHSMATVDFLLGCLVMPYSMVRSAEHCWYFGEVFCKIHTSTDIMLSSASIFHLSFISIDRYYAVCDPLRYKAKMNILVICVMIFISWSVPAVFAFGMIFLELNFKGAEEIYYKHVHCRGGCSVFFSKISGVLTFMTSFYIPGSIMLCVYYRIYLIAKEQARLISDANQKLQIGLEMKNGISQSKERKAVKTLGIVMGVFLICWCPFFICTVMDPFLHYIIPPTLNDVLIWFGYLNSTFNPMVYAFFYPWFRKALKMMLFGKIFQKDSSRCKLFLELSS
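Material: RD-HGA16 CHO cells with stable hTAAR1 and Gα16; Dosing: single nominal final test compound concentration of 3 µM; Schedule: seeding 17-24 h prior, 75-min 37 °C, 30-min RT dye loading; Detection: kinetic Fluo-8 calcium fluorescence measurement; Measure: % inhibition from peak post-agonist over basal fluorescence ratio; Benchmarks: vehicle and agonist controls.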
TAAR1 ag – human TAAR1 agonists, primary screen, Fluo-8 calcium fluorescence, CHO RD-HGA16 cells | Trace amine-associated receptor 1 (Homo sapiens), Q96RJ0 | vehicle wells 0%, saturating PEA agonist 100% | activation, % at 3 µM | hit rate 0.99% among 360,000;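 active = activation above the mean activation of all test compounds in the run plus 3 SD, cut at about 38% in these data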
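Test system: RD-HGA16 (CHO) cells co-expressing Gα16 and hTAAR1 / Benchmarks: DMSO vehicle as 0%, PEA at EC100 as 100% / Repeats: no replicates (n 1) / Measure: % activation from peak over basal fluorescence ratio, DMSO-to-PEA scaled / Timing: 17-24 h plating, Fluo-8 75 min 37 °C, 30 min RT / Technique: kinetic Fluo-8 calcium fluorescence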
* hit, by the source's call; / = not tested or not shown.

Sample of the layout:
SMILES | CHO-K1 Ca antag | CHRM1 agonist | M1 PAM | M1 antag | M1 ag parental | M1 PAM parental | CHO parental Ca | TAAR1 antagonist | TAAR1 ag
Cc1c(OCC(=O)NCCN2CCOCC2)ccc2c1oc(=O)c1ccccc12 | 0.8 | 2.9 | -5.4 | 6.7 | 17.1* | -16.6 | -14.9 | 21.1 | 18.1
CCC(=O)Nc1c(C#N)c2nc3ccccc3nc2n1C1CCCCC1 | -11.8 | -2.9 | 5.0 | -4.6 | 0.4 | 12.8 | -11.9 | 5.0 | 1.3
O=C(Cn1cnc2c(cnn2-c2ccccc2)c1=O)NCCc1ccccc1 | -4.5 | -3.0 | 6.5 | -9.0 | 0.7 | 12.2 | -22.5 | -31.8 | 1.6

All compounds of this part (from the top)
SMILES | CHO-K1 Ca antag | CHRM1 agonist | M1 PAM | M1 antag | M1 ag parental | M1 PAM parental | CHO parental Ca | TAAR1 antagonist | TAAR1 ag
Cc1c(OCC(=O)NCCN2CCOCC2)ccc2c1oc(=O)c1ccccc12 | 0.8 | 2.9 | -5.4 | 6.7 | 17.1* | -16.6 | -14.9 | 21.1 | 18.1
CCC(=O)Nc1c(C#N)c2nc3ccccc3nc2n1C1CCCCC1 | -11.8 | -2.9 | 5.0 | -4.6 | 0.4 | 12.8 | -11.9 | 5.0 | 1.3
O=C(Cn1cnc2c(cnn2-c2ccccc2)c1=O)NCCc1ccccc1 | -4.5 | -3.0 | 6.5 | -9.0 | 0.7 | 12.2 | -22.5 | -31.8 | 1.6
COc1cc(-c2nnc(-c3cc(-c4ccccc4)nc4ccccc34)o2)cc(OC)c1OC | -0.6 | -2.6 | 2.0 | -0.3 | 0.2 | -5.7 | / | -4.8 | -0.3
CCNC(=O)C1(C)CCCN(Cc2cc(-c3ccccc3)n(C)n2)C1 (stereo not given) | -10.9 | -3.9 | 4.7 | -17.5 | 1.5 | 20.4 | / | -11.5 | 1.1
CC(C)=N/N=C1/NC(=O)C(Cc2ccccc2)S1 (stereo not given) | -3.7 | 2.1 | 7.6 | -15.2 | 0.5 | 10.9 | -7.5 | 3.2 | 0.7
Cc1ccc(NC(=O)CSCc2cc(=O)n3cc(C)sc3n2)cc1 | -21.6 | -3.7 | 5.3 | -9.8 | 0.3 | 3.1 | -11.2 | -11.5 | 1.5
COc1cccc2cc(-c3cc(=O)oc4ccc(OCC(C)=O)cc34)oc12 | 4.8 | -1.9 | -5.5 | 10.7 | 3.9 | -3.2 | -2.3 | 57.4* | 3.0
COc1ccc(OC)c(S(=O)(=O)N2CCC(C(=O)NCCc3ccccc3)CC2)c1 | -17.1 | -0.9 | -5.8 | -23.5 | 3.7 | -2.4 | -11.0 | -11.1 | 9.3
O=[N+]([O-])c1cccc(-c2c[n+]3c(n2-c2ccccc2)SCC3)c1 | -5.4 | -7.1 | 9.5 | -13.6 | 0.9 | 10.1 | -2.9 | -1.6 | -0.5
Cc1onc(-c2ccccc2Cl)c1C(=O)Nc1ccccc1O | -8.8 | -4.4 | 2.6 | -5.0 | 1.3 | 3.2 | -23.0 | 1.2 | -2.1
CC(C)(C)NC(=O)C(c1ccc(F)cc1)N(Cc1ccco1)C(=O)CCC(=O)Nc1ccccn1 (stereo not given) | -5.2 | 0.0 | -6.9 | 6.4 | 0.6 | 9.3 | -31.1 | 5.5 | -0.4
COc1cccc(C2CC(c3c(F)cccc3Cl)n3nc(N)nc3N2)c1 (stereo not given) | 6.5 | -4.8 | -5.5 | -0.9 | 0.5 | 9.1 | -4.7 | 9.4 | 10.2
COc1ccc(N(CC(=O)N/N=C/c2ccc(OC)c(OC)c2)S(=O)(=O)c2ccccc2)cc1 | -7.2 | -5.2 | 0.5 | 3.3 | 0.3 | 8.1 | -13.3 | 1.9 | -1.6
CCCCC(=O)Nc1ccc(NC(=O)c2ccc([N+](=O)[O-])cc2Cl)cc1OC | 7.5 | 0.0 | 6.0 | -10.6 | -0.2 | -6.6 | -9.8 | -6.1 | 0.5
CN(CC(=O)Nc1cc(C(F)(F)F)ccc1-n1cncn1)Cc1ccccc1N1CCOCC1 | -7.0 | -2.8 | 3.3 | -2.1 | 2.2 | -1.7 | / | 7.8 | 4.5
Cc1cc(C)n2c(SCC(=O)Nc3cccc(S(N)(=O)=O)c3)nnc2n1 | -2.9 | -3.7 | 8.0 | -7.8 | 0.6 | 5.8 | -0.2 | -7.6 | -0.1
COc1ccc(C=O)cc1CSc1nnc(COc2cccc3cccnc23)o1 | -5.2 | -1.2 | -1.6 | -19.4 | 3.0 | -2.6 | -24.6 | 20.7 | 13.6
COc1ccccc1CN1CC(C(=O)NCc2cc(C(C)C)no2)CCC1=O (stereo not given) | 8.2 | 0.5 | 7.3 | -8.3 | 0.1 | -11.3 | 3.3 | -6.7 | 1.1
CC(C)c1nc(CN2CCCCC2)cc(=O)[nH]1 | -3.2 | -5.6 | -8.7 | 5.1 | 3.7 | 14.1 | -1.2 | -17.2 | 4.1
Cc1ccc(NC(=O)C2CCN(S(=O)(=O)c3ccc4c(c3)NC(=O)CO4)CC2)cc1C | -9.9 | -2.2 | -7.4 | 21.4 | 3.1 | -2.8 | -9.9 | 35.3 | 0.8
Cc1c(NC(=O)CSc2nnc(-c3ccncc3)o2)c(=O)n(-c2ccccc2)n1C | -17.3 | -1.8 | 9.6 | -14.7 | 1.3 | 18.6 | -4.3 | -10.3 | 2.4
COc1ccc(/C=C/C2=NC(=C\N(C)C)/C(=O)O2)cc1 | -10.4 | -1.7 | 7.0 | 4.5 | -0.2 | 4.9 | -19.5 | -10.3 | -3.7
COCCN(C(=O)CSc1ccc2c(c1)OCCO2)c1c(N)n(CC(C)C)c(=O)[nH]c1=O | -8.9 | 0.8 | 11.5 | -8.6 | 2.1 | 20.4 | -4.2 | 3.9 | 1.3
O=C(Nc1cccc(-c2cn3ccccc3n2)c1)c1cccc(Cl)c1 | 0.4 | 0.8 | -7.2 | 9.1 | 8.3 | 13.9 | 72.5* | 21.4 | 24.6
CC(=O)N1c2ccc(S(=O)(=O)N3CCC(C(=O)NC(C)c4ccccc4)CC3)cc2CC1C (stereo not given) | -9.3 | -6.3 | 8.9 | -11.1 | 0.5 | 13.7 | -11.0 | -26.0 | 3.1
Cc1ccnc(NC(=O)C2CCN(S(=O)(=O)c3ccc(Cl)c(C(F)(F)F)c3)CC2)c1 | 1.5 | 1.6 | 6.5 | -6.7 | 1.9 | -4.4 | 5.2 | -37.1 | 1.1
NC(=O)c1cccc2c1C(=O)N(C1CCCCC1)C2 | 9.8 | -2.4 | 4.7 | -4.6 | 0.5 | 13.2 | -8.1 | -8.7 | 1.4
Cc1cc(C)n2nc(CNS(=O)(=O)c3ccc(C)c(C)c3)nc2n1 | -1.5 | -0.8 | 3.6 | 5.3 | -0.3 | 11.7 | -12.7 | 4.1 | 1.9
Cc1cccc(NC(=O)c2cc([N+](=O)[O-])ccc2N2CCOCC2)c1C | -6.0 | 1.1 | 8.7 | -13.1 | 1.1 | 7.2 | / | 20.2 | 3.8
O=C(NCc1ccncc1)C(=O)NCC(c1ccco1)N1CCN(c2ccc(F)cc2)CC1 (stereo not given) | -1.0 | -0.5 | 1.7 | 2.7 | 1.8 | -2.8 | -14.9 | 3.8 | 6.7
O=C(N[C@@H](c1ccccc1)[C@H](O)c1ccccc1)[C@@H]1CCCN1C(=O)OCc1ccccc1 | -12.7 | -0.9 | 19.7 | -6.9 | 0.2 | 14.9 | -24.9 | -13.8 | 2.5
OC(COCC1COc2ccccc2O1)CN1CCN(c2ccc(F)cc2)CC1 (stereo not given) | 1.7 | -5.1 | -0.8 | -0.3 | 4.3 | 15.2 | -16.9 | 0.3 | 5.9
CC(C)(O)C#Cc1ccc([C@@H]2C[C@H]3CN(c4ccccc4)C(=O)[C@]34CCCN24)s1 | -7.8 | -10.4 | -26.1 | 42.0* | 0.1 | 11.5 | -0.9 | -2.1 | 2.2
Cc1c(C(=O)NCc2cccc([N+](=O)[O-])c2)sc(=O)n1Cc1ccc(C(C)C)cc1 | -4.9 | -5.3 | -1.3 | -5.0 | 1.2 | 11.6 | / | 36.5 | 0.3
O=C(CNC(=O)c1ccc(OC(F)F)cc1)Nc1cccc(S(=O)(=O)N2CCCC2)c1 | 4.5 | -7.7 | 1.5 | 5.5 | -0.9 | -19.0 | -24.7 | -37.8 | 0.6
Cc1ccc(Oc2c(CO)c(-c3ccccc3)nn2C)cc1 | -5.3 | -3.2 | 5.7 | -6.3 | 2.4 | -1.0 | -3.1 | -3.0 | 3.9
COc1cccc(NC(=S)NNC(=O)C(C)n2nc(C)c([N+](=O)[O-])c2C)c1 (stereo not given) | 8.8 | -1.3 | -3.5 | 14.0 | 0.4 | -8.1 | -13.5 | 2.4 | 8.0
CCN(CC)C(=O)c1ccc2sc([C@@H]3O[C@H](CO)[C@H](O)[C@H](O)[C@H]3O)nc2c1 | 2.8 | -3.0 | 2.7 | -14.3 | 0.1 | -10.6 | / | -0.8 | -0.3
O=C(c1cccc(Cl)c1)N1CCC(=O)N(C(COCc2ccccc2)Cc2ccccc2)CC1 (stereo not given) | -15.2 | -3.8 | -0.2 | -0.1 | 1.7 | 11.5 | -32.4 | 11.4 | 9.3
O=C(CCl)N1N=C(c2ccco2)CC1c1cccs1 (stereo not given) | 6.9 | -3.0 | 1.8 | 10.0 | 0.1 | 12.7 | -6.2 | / | /
C/C(CC(=O)Nc1ccc(N(C)C)cc1)=N\NC(=O)c1ccccn1 | -12.8 | -3.1 | 6.0 | -9.6 | 1.5 | 15.1 | -8.7 | 7.9 | 20.8
COCCNC(=O)C1(C)CCN(C(=O)c2sc(-c3ccccc3)nc2C)C1 (stereo not given) | 3.7 | -3.9 | 2.4 | -2.1 | 0.2 | -10.0 | / | -14.7 | 1.9
Cc1cccc(CNS(=O)(=O)c2ccc(-c3cnc(C4CC4)o3)cc2)c1 | -17.5 | 0.4 | -3.5 | -2.7 | 9.2 | 8.7 | -0.3 | 20.0 | 0.3
COc1ccccc1-c1cccc([C@@H]2C[C@H]3[C@@H](CN2)CON3C)c1 | -10.1 | -9.3 | 2.3 | -12.2 | 0.2 | 7.3 | / | -4.2 | 0.6

Hits appear at their usual frequency. Share with any hit: about 4.4%.
